INS-1E GSIS act – GLuc luminescence reporter in INS-1E cells, primary screen for activators of glucose-dependent secretion of insulin; INS-1E GLuc reporter insulin secretion, 2-3 h; activation, % at 16.6 µM; 370,000 compounds, 0.61% hits;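 active = lowest replicate activation of at least 40%, so every replicate reaches that level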;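 note: 0% = median of neutral control wells and 100% = median of IBMX positive control wells; some compounds called inactive have numbers as strong as hits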
ARNT TACC3 PPI – ARNT/TACC3 interaction disruption; Q9Y6A5; inhibition, % at 9.99 µM; 390,000 compounds, 0.66% hits; AID 623870; AlphaScreen His-ARNT PAS-B/GST-TACC3 binding, luminescence; TACC3 fragment carries E629A point mutation;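 active = mean inhibition of replicates at least 50% and at least half of replicates each reaching 50%; inconclusive = half or more replicates reach 50% but mean below 50%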;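 note: 0% = complete ARNT plus TACC3 wells and 100% = ARNT alone without TACC3; many hits fall short of the cut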
EWS-Fli block – inhibitors of EWS/Fli oncoprotein transcriptional activity; 350,000 compounds, 0.67% hits; AID 651661; A673 NR0B1-luciferase reporter, viability-normalised; inhibition, % at 12.6 µM;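 active = mean inhibition of at least 50% after viability correction, with every replicate also passing that limit; inconclusive = mean reaches 50% but only one of two replicates passes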;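 note: firefly luciferase signal divided by Alamar Blue viability fluorescence both relative to DMSO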
ERp5 block – ERp5 (human) disulfide isomerase inhibition | Q15084 | ERp5 insulin aggregation, absorbance 650 nm, 90 min | inhibition, % at 9.99 µM | 350,000 compounds, 0.05% hits;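 active = mean replicate inhibition above about 25%, with every replicate also reaching it, limit read from the data, passing the limit was not always enough; inconclusive = only one of those two criteria met; inactive = neither criterion met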
Target sequence (Q15084 whole entry, looked up): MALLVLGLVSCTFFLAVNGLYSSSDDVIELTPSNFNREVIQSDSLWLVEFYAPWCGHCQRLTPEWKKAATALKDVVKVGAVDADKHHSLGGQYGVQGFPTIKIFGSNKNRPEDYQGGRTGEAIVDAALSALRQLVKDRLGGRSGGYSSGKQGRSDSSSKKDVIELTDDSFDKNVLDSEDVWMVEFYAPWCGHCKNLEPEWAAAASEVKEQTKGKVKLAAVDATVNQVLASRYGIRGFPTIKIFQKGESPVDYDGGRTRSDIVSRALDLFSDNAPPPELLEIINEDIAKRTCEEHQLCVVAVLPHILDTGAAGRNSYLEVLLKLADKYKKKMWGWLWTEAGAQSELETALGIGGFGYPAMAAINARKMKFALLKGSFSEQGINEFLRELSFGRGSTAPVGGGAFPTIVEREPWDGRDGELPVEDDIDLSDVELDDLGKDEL
PAX8 inh HTS – lowers PAX8-driven luciferase in RMG-I cells | RMG-I TPO-luciferase reporter, SteadyGlo, 24 h | inhibition, % at 12.6 µM | 360,000 compounds, 1.2% hits;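 active = mean replicate inhibition at least 60% with every replicate also reaching 60%; inconclusive = only one of the two criteria is met; inactive = mean below 60% and not all replicates reaching 60%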;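 note: luciferase light reporting Pax8 driven TPO promoter activity; plate controls were median of neutral control wells for no effect and mitoxantrone controls for full effect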
F508del corr – correctors of CFTR F508del function in bronchial epithelial cells. CFBE cells, YFP halide quenching; stimulated with forskolin plus potentiator P3; % fluorescence drop versus neutral controls. activity (quench increase), % at 7.58 µM. 350,000 compounds, 0.36% hits. AID 720511;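 active = mean added fluorescence quench of at least 8% versus neutral control, with both replicates also reaching 8%; inconclusive = only one of the mean or replicate conditions met; inactive = mean below 8% and not both replicates reaching 8%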;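 note: cells transiently co-express mutant CFTR-F508del with the halide-sensitive YFP; corrector assay measuring rescue of mutant channel to the surface after 24 h compound exposure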
DENV2 CPE rescue – protects cells from dengue virus 2 cytopathic effect; DENV2-infected cells, cytopathic effect rescue, plate reader; CPE inhibition, % at 9.99 µM; 350,000 compounds, 1.7% hits; in the data active = CPE inhibition above about 20%, passing the limit was not always enough; inconclusive = no clear call, values can overlap the other calls; tested in BHK-21 cells;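 note: 0% = median of neutral control wells and 100% = median of positive control wells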
XiGFP reactiv – reactivates the inactive X chromosome in mouse fibroblasts | activation, % at 7.58 µM | 360,000 compounds, 0.055% hits | XiGFP mouse fibroblasts, % GFP-positive cells imaging, 3 d; cells co-treated with 5-aza-dC sensitizer; scaled so ellipticine positive control = 100% | AID 743238;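 active = mean normalized replicate activation at least 10% and every replicate at or above 10%; inconclusive = only one of the two criteria met; inactive = mean below 10% and not all replicates reach 10%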;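 note: 0% = median of on-plate neutral control wells and 100% = ellipticine 6 µM median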
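Material: XiGFP fibroblasts, SV40-immortalized; Buffer or medium: DMEM containing 5-aza-dC; Compound dosing: single point; Times: 3 days compound exposure.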
Starred values were filed as active, the others as inactive; u = inconclusive; x = not tested or not shown; & = joins results of further samples.

SMILES	INS-1E GSIS act	ARNT TACC3 PPI	EWS-Fli block	ERp5 block	PAX8 inh HTS	F508del corr	DENV2 CPE rescue	XiGFP reactiv
COc1ccc(C(NC(=O)C2C3C=CC(C3)C2C(=O)O)c2ccccc2)cc1 (stereo not drawn)	3	-10	-5	5	6	-1.2	u	0.0
O=C(/C=C/c1ccc([N+](=O)[O-])cc1)NCCN1C(=O)S/C(=C\c2ccc(F)cc2)C1=O	-6	0	0	-1	8	0.4	1	0.3
C#CCCCCCCC#CCN(C)C	-5	-15	-12	-4	-22	x	-2	-0.1
Cc1[nH]c2ccccc2c1C(=O)/C=C\c1ccccc1Cl	2	-7	x	x	-157	x	x	-0.1
O=C(Cc1ccccc1)N1CCN(S(=O)(=O)c2cccc([N+](=O)[O-])c2)CC1	6	-5	12	4	21	-0.4	6	0.3
COc1ccc(NC(=O)Nc2ccc3c(c2)CC(=O)N([C@@H](C)CO)C[C@H](C)[C@H](CN(C)S(=O)(=O)c2ccc(Cl)cc2)O3)cc1	-11	x	43	-8	x	0.5	-4	-0.6
COc1ccc(NC(=O)N(C)C[C@@H]2Oc3cc(-c4ccc(C)cc4)ccc3S(=O)(=O)N([C@H](C)CO)C[C@@H]2C)cc1	-21	-1	15	-2	x	3.9	12	0.4
CNC(=O)c1ccsc1NC(=O)CS(=O)(=O)c1ccc(Cl)cc1	18	x	-11	-4	13	-3.9	3	0.0
CCc1nnc(NC(=O)CSc2ccc(-c3ccc(C)cc3)nn2)s1	5	-1	-54	0	-41	x	-5	0.0
COc1ccc(NC2=Nc3cccc4cccc2c34)cc1	-2	9	x	x	-28	x	x	0.0
C[C@H](CO)N1C[C@H](C)[C@H](CN(C)S(=O)(=O)c2cccs2)OCCCC[C@H](C)Oc2ccc(NC(=O)Cc3ccccc3)cc2C1=O	-7	0	0	x	-8	-2.0	-6	0.3
CO[C@H]1CN(C)C(=O)c2cc(NC(=O)C3CC3)ccc2OC[C@@H](C)N(CCc2ccccc2)C[C@@H]1C	-1	2	5	x	9	-2.7	x	0.1
COc1ccc(CNC(=O)CCc2c(C)nc3cc(-c4ccccc4OC)nn3c2C)cc1	-5	-2	20	5	15	3.1	2	-0.3
CC(=O)N(C)C[C@H]1Oc2cc(C#CCN(C)C)ccc2S(=O)(=O)N([C@H](C)CO)C[C@@H]1C	10	-7	2	3	x	0.9	-9	-1.0
CC(C)(C)n1nnnc1C(c1cccs1)N1CCN(C/C=C/c2ccccc2)CC1 (stereo not drawn)	-39	x	-2	6	-9	5.3	-2	0.0
CCC(=O)Nc1ccc2c(c1)C(=O)N(C)C[C@@H](OC)[C@H](C)CN(C(=O)c1ccncc1)[C@@H](C)CO2	7	-7	-10	2	-7	2.3	x	0.0
CC(C)c1nc2oc3c(=O)[nH]cnc3c2c2c1COC(C)(C)C2	34	4	8	-2	-9	1.2	-4	1.1
CN(C)CCCNCC(=O)NN(c1ccccc1)c1ccccc1	-1	x	1	6	0	-1.8	0	0.0
Cc1ccccc1NS(=O)(=O)c1ccc(-c2ccc(=O)[nH]n2)o1	-11	-5	3	-4	-4	-0.7	-3	0.0
CCC/C=C/c1ccc(CN2C(CC(C)C)C(=O)N(Cc3cn(CCC4OCCO4)nn3)CCS2(=O)=O)cc1 (stereo not drawn)	-31	x	21	12	21	-2.3	8	0.0
N=c1n(CCN2CCCCC2)c2ccccc2n1CC(=O)c1cccs1	2	17	8	1	27	-7.0	4	0.7
C[C@@H]1CN([C@@H](C)CO)C(=O)c2cccc(NC(=O)c3ccc(-c4nccs4)cc3)c2O[C@H]1CN(C)C(=O)Nc1ccccc1	6	7	1	-4	x	0.8	19	-0.3
Cc1cc(Br)c(NC(=O)COC(=O)CC2CC3CCC2C3)c(Br)c1 (stereo not drawn)	-7	-3	-11	-2	9	-1.0	0	0.3
O=C(OCCN1C(=O)c2cccc3c(N4CCOCC4)ccc(c23)C1=O)c1ccc(Cl)cc1Cl	-33	-15	x	x	8	x	x	0.0
Cc1noc(C)c1NC(=O)N[C@@H]1CC[C@H](CC(=O)N2CCN(C)CC2)O[C@H]1CO	-4	-4	x	4	x	0.9	-5	0.2
O=C(C[C@H]1C/C=C\CC[C@H](Cc2ccc(F)cc2)C(=O)OC[C@H]2CCCN2C1=O)N[C@H](CO)Cc1ccccc1	x	5	6	-1	11	-1.8	3	0.0
CCc1sc(C(=O)Nc2ccc(N3CCOCC3)cc2)cc1C	5	19	-22	4	-35	2.0	-4	0.0
CCCCN=c1scc(-c2ccc3c(c2)NC(=O)CO3)n1N=C1CCCC1	x	25	20	3	x	1.9	0	x
CCOc1ccc(Cn2nnc(C(=O)Nc3cc(OC)cc(OC)c3)c2N)cc1	5	-1	-21	-1	-9	-1.8	4	0.3
C[C@H](CO)N1C[C@H](C)[C@@H](CN(C)S(=O)(=O)c2ccccc2F)Oc2ncc(C#Cc3cccnc3)cc2C1=O	8&2	7&4	-4&-3&12	-6&-7&2	-11&9	0.1&0.9&1.3	2&-9&2	0.2&0.1
C=CC[n+]1c(-c2ccc(C)cc2)csc1Nc1ccc(NC(C)=O)cc1	10	26	62*	-2	8	-0.8	10	0.1
Cc1cccc(CN2CCN(Cc3ccco3)CC2)c1	-6	-5	4	-5	-7	-3.3	6	0.1
O=C(N/N=C/c1cccc(Oc2ccccc2)c1)c1ccccc1Br	-5	-10	-42	5	x	-1.9	8	x
NS(=O)(=O)c1cccc(NC(=O)CC23CC4CC(C2)CC(CC(=O)Nc2cccc(S(N)(=O)=O)c2)(C4)C3)c1	18	-6	6	-3	-6	0.1	6	0.1
CCCCOc1ccc(C2=CSC3=NCCN23)cc1[N+](=O)[O-]	11	6	23	5	-3	-0.2	-5	0.0
O=C(NCCCCc1ccccc1)c1ccccc1Br	14	x	-13	-1	-1	-0.3	2	0.2
Cc1noc(C)c1NC(=O)Nc1ccc2c(c1)C(=O)N([C@@H](C)CO)C[C@@H](C)[C@H](CN(C)S(=O)(=O)c1cccs1)OCCCC[C@H](C)O2	-6	-1	5	4	10	-0.2	5	0.0
CCOC(=O)C1CCN(S(=O)(=O)c2ccc3c(c2)CC(=O)N3)CC1	2	0	8	-4	18	-4.9	-5	0.0
Cc1cc2ccccn2c1C(=O)c1ccc(N/N=C/c2ccc(C(=O)O)cc2)c([N+](=O)[O-])c1	-6	-1	2	1	15	1.9	18	0.3
CCOc1ccc(C(c2c(NC(=O)c3ccccc3)sc(C)c2C)N2CCN(C)CC2)cc1 (stereo not drawn)	x	1	6	4	9	x	-2	-0.3
CCOc1ccc(NC(=O)CN(C)C(=O)c2cn(-c3ccc(F)cc3)nc2-c2cccc(OC)c2)cc1OCC	3	-4	3	2	28	-0.4	-4	-0.1
COc1cccc(CNc2nc3cc(-c4ccccc4)sc3c(=O)n2C)c1OC	13	x	11	-2	34	0.8	10	-0.1
C[C@H](CO)N1C[C@H](C)[C@H](CN(C)Cc2ccccn2)Oc2ncc(-c3ccccc3)cc2C1=O	17	x	-24	-5	18	2.8	-6	0.0
O=C(NCc1nnnn1-c1ccc(F)cc1)c1ccc2c(c1)OCO2	9	x	-6	-6	2	-0.6	8	0.3
O=[N+]([O-])c1c(Nc2ccc(Br)cc2)ccc2nonc12	8	2	7	-2	-10	-0.5	-6	0.2
COc1cc(C(=O)N2CCN(c3ccccc3OC)CC2)c([N+](=O)[O-])cc1OC	33	1	3	-2	-1	-2.5	-5	-1.0
C[C@H](CO)N1C[C@H](C)[C@@H](CN(C)S(=O)(=O)c2ccccc2)Oc2ccc(NC(=O)Cn3cnnn3)cc2CC1=O	29	0	-4	0	-9	-2.8	3	0.2
CC1CN(C2CCCCC2)C(=S)NC1=O (stereo not drawn)	2	-3	-2	6	-17	-0.3	3	0.1
COc1ccc(NC(=O)Nc2ccc3c(c2)C(=O)N([C@H](C)CO)C[C@H](C)[C@H](CN(C)C(=O)Nc2ccccc2)O3)cc1	-3	-8	-7	-2	x	1.9	-8	0.7
COc1ccccc1NC(=O)C(=O)NCCC1CCCCN1S(=O)(=O)c1ccccc1 (stereo not drawn)	-18	-1	-6	-3	0	0.5	-2	0.0

One compound at a time, from the list above. Screens in order: INS-1E GSIS act, ARNT TACC3 PPI, EWS-Fli block, ERp5 block, PAX8 inh HTS, F508del corr, DENV2 CPE rescue, XiGFP reactiv
Results for C[C@H](CO)N1C[C@H](C)[C@H](CN(C)S(=O)(=O)c2cccs2)OCCCC[C@H](C)Oc2ccc(NC(=O)Cc3ccccc3)cc2C1=O = -7, 0, 0, x, -8, -2.0, -6, 0.3
Results for COc1ccc(C(NC(=O)C2C3C=CC(C3)C2C(=O)O)c2ccccc2)cc1 (stereo not drawn) = 3, -10, -5, 5, 6, -1.2, u, 0.0

More results:
SMILES	INS-1E GSIS act	ARNT TACC3 PPI	EWS-Fli block	ERp5 block	PAX8 inh HTS	F508del corr	DENV2 CPE rescue	XiGFP reactiv
CS(=O)(=O)c1ccc(C(=O)NCc2ccc(F)cc2)cc1	-4	-1	5	-5	1	2.3	-4	0.2
COc1cccc(CC(=O)OCC(=O)NNC(=O)c2ccc([N+](=O)[O-])cc2)c1	4	1	3	2	-58	0.6	-4	0.0
CC(C)(C)c1nn2cnnc2n(/N=C/c2cccc3ccccc23)c1=O	-6	-2	8	-1	11	x	-1	0.0
COc1ccc2c3c(n(C)c2c1)[C@@H](CO)N(C(=O)Cc1ccccc1)CC31CCN(C(=O)Cc2ccccc2)CC1	-32	x	24	-3	x	-1.2	-11	0.2
C[C@H](NC(=O)OC(C)(C)C)C(=O)NCC1CCC(C(=O)N[C@@H](Cc2ccccc2)C(=O)O)CC1 (stereo partly drawn)	5	x	3	-2	-2	1.6	6	0.5
COc1cccc(NC(=O)CNC(=O)[C@@H]2Cc3ccccc3CN2C(=O)OC(C)(C)C)c1	3	6	7	1	16	-2.5	-2	0.0
COCCn1c(C)cc(C(=O)CN2c3cccc4cccc(c34)S2(=O)=O)c1C	x	-2	-53	-2	-41	x	-6	0.0
C[C@H]1CN([C@@H](C)CO)C(=O)Cc2cc(NC(=O)CCN3CCOCC3)ccc2O[C@@H]1CN(C)C(=O)Nc1ccc(F)cc1	-13	-4	5	2	-10	2.1	5	-0.1
Nc1ccc(CNc2ncn[nH]2)cc1	18	-1	4	13	-7	-0.6	-2	-0.1
CCCc1nc2oc3c(NCC(C)O)ncnc3c2c2c1CCCC2 (stereo not drawn)	11	x	2	1	13	1.5	4	0.1
CCC(=O)N(C)C[C@@H]1Oc2cc(C#C[C@@H](C)O)ccc2S(=O)(=O)N([C@H](C)CO)C[C@@H]1C	28	-16	7	-3	0	-5.9	-7	0.2
Oc1ccc(Br)cc1-c1n[nH]c(=S)n1Cc1ccccc1	-12	1	2	-1	7	4.0	10	0.0
COc1ccc(C)c2sc(N(CCN(C)C)C(=O)c3cccc(N4C(=O)CCC4=O)c3)nc12	12	2	0	4	7	-2.5	1	0.0
COc1ccc(C#Cc2ccc3c(c2)[C@@H]2[C@@H](CCN2C(C)=O)[C@H](CO)N3C)cc1	-22	8	-17	x	-5	-1.4	0	0.2
CCn1c(COC(=O)CNC(=O)c2ccccc2F)nc2cc(S(=O)(=O)N(C)C)ccc21	-1	-1	-1	-4	4	0.0	7	0.0
CN(C)C(=O)c1cccc(-c2ccc([C@H]3[C@H](CO)N4CCCCN(CCC(F)(F)F)C[C@@H]34)cc2)c1	20	-5	-1	2	-3	4.7	12	0.2

Screening data as filed in PubChem BioAssay.
